Rab2A wt mod – modulators of GTP binding to Rab2A wildtype, primary screen, biochemical, dog, bead-based flow cytometry, multiplex | Ras-related protein Rab-2A (Canis lupus familiaris), P61105 | 190,000 tested, 0.19% active | GST-Rab2 wt beads, Bodipy-GTP binding | GTP binding activity, % at 10 µM;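 active = GTP binding activity at least 20 points away from 100%, either lowered or raised; inconclusive = signal likely due to the compound's own green fluorescence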;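 also: 0% = beads with excess unlabeled GTP and 100% = no-compound control corrected for plate trend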
Rac1 wt modul – wildtype Rac1 GTP binding modulators, primary screen, biochemical, GST-Rac1 beads, flow cytometry, multiplex; AID 757, 2007; fluorescent GTP binding; actives lie on both sides; 0 = cold GTP competed, 100 = untreated; Ras-related C3 botulinum toxin substrate 1 (Homo sapiens), P63000; GTP binding activity (% of control), % at 10 µM; 190,000 tested, 0.27% active;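 active = GTP binding activity at least 20 points away from the 100% control level, either lower or higher; inconclusive = compound flagged as likely green fluorescent, judged across all proteins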
Cdc42 wt GTP – modulators of GTP binding to wildtype Cdc42, primary screen, biochemical, multiplex bead flow cytometry, Bodipy-GTP; percent activity (GTP binding), % at 10 µM; 190,000 tested, 0.2% active; AID 761, 2007; GST-Cdc42 beads; actives lie on both sides;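 active = percent activity GTP binding at least 20 points away from the 100% baseline, either down as inhibitor or up as activator; inconclusive = compound flagged as likely green fluorescent from well-wide comparison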;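 also: median bead fluorescence of bound Bodipy-FL-GTP at 100 nM; 0% = excess unlabeled GTP control and 100% = no compound control; below 100% means less GTP binding so inhibitor and above means activator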
Target sequence (P60953 whole entry, looked up): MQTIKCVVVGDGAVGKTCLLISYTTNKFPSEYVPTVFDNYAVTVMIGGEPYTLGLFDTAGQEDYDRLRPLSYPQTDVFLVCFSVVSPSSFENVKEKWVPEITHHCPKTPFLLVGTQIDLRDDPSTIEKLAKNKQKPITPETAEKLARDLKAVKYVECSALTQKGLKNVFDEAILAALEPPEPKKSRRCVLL
Pf gamet viab – late stage P. falciparum gametocyte viability inhibitors, primary screen, ATP luminescence, HTS; P. falciparum stage V gametocytes, 24 h; inhibition, % at 10.9 µM; 150,000 tested, 0.065% active; AID 743093, 2013;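 active = inhibition above the mean plus 3 SD of compounds within the control limits, set per campaign, cut at about 38% in these data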;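 also: 0% = DMSO wells and 100% = medium only without gametocytes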
Avidin fluor – green autofluorescence of compounds with avidin beads – biophysical, 488/530 nm, flow cytometry, artefact control, profiling panel | compound fluorescence 488/530 nm; hits give high values | fluorescence (KMESF) at 10 µM | 220,000 tested, 0.38% active | AID 1775, 2009; in the data active = fluorescence above about 47; also: inactives centre near 10
Mcl1-Noxa inh – Mcl-1/Noxa binding inhibitors, primary screen, biochemical, TR-FRET, 1536-well; Induced myeloid leukemia cell differentiation protein Mcl-1 (Homo sapiens), Q07820; inhibition, % at 21.7 µM; 220,000 tested, 1.5% active; TR-FRET Mcl-1/Noxa peptide binding, 2 h; AID 1022, 2008;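 active = compounds that cut the protein-peptide binding signal by more than 50% relative to plate controls in a single-dose test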;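 also: His-tagged Mcl-1 with rhodamine Noxa BH3 peptide and terbium anti-His antibody; 0% = Mcl-1 plus Noxa peptide wells and 100% = peptide-only wells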
Target sequence (Q07820 whole entry, looked up): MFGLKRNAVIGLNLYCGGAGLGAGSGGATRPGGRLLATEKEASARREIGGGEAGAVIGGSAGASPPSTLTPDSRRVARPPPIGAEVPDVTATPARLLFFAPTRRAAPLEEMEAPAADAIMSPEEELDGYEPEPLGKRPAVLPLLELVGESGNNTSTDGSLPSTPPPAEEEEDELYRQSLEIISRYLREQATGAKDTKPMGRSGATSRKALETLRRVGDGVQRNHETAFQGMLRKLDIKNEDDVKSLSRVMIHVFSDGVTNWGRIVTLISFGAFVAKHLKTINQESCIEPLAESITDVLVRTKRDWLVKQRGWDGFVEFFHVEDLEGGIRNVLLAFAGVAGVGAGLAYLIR
Bim-Mcl-1 – inhibitors of Bim peptide binding to Mcl-1, primary screen, biochemical, bead-based flow cytometry, multiplex. Bim peptide-Mcl-1 binding. 190,000 tested, 0.1% active. inhibition, % at 10 µM. Induced myeloid leukemia cell differentiation protein Mcl-1 (Homo sapiens), Q07820; in the data active = inhibition above about 40%;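 also: 0% = no compound tracer wells and 100% = peptide blocker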
Rab7 wt GTP bind – modulators of GTP binding to Rab7, primary screen, biochemical, wildtype, multiplex bead flow cytometry. Rab7 GTPase wild type (dog), Bodipy-FL-GTP binding. GST-Rab7 beads, fluorescent GTP binding; actives lie on both sides; untreated = 100%, excess cold GTP = 0%. GTP binding activity (percent of control), % at 10 µM. 190,000 tested, 0.055% active. AID 758, 2007;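 active = fluorescent GTP binding to Rab7 beads changed by at least 20 points from the 100% baseline, either direction, mostly lower; inconclusive = compound itself probably fluorescent, or too few beads counted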;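 also: median green fluorescence of bound Bodipy-FL-GTP per Rab7 bead population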
Mcl1-Bid inh – Mcl-1/Bid binding inhibitors, primary screen, biochemical, TR-FRET, 1536-well; 220,000 tested, 0.97% active; inhibition, % at 21.7 µM; Induced myeloid leukemia cell differentiation protein Mcl-1 (Homo sapiens), Q07820; TR-FRET Mcl-1/Bid-Dy647 peptide binding; AID 1021, 2008;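 active = compounds that cut the binding signal by more than half at the single screening dose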;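 also: His-tagged Mcl-1 with europium anti-His antibody binding Bid BH3 peptide; 0% = Mcl-1 plus peptide wells and 100% = peptide-only wells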
Rac1 act GTP bind – GTP binding modulators of activated mutant Rac1, primary screen, biochemical, bead-based flow cytometry, multiplex, fluorescent GTP. 190,000 tested, 0.11% active. percent activity (GTP binding), % at 10 µM. AID 764, 2007. GST-Rac1 activated beads; actives lie on both sides; 100% means binding = to untreated wells. Ras-related C3 botulinum toxin substrate 1 (Homo sapiens), P63000;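 active = GTP binding at least 20 percentage points away from the 100% baseline, in either direction, so actives lie on both sides; inconclusive = Compound likely fluorescent itself, or too few beads counted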
HRas wt GTP bind – modulators of GTP binding to HRas wildtype, primary screen, biochemical, bead-based flow cytometry, multiplex. GTPase HRas (Homo sapiens), P01112. GST-Ras wt beads, Bodipy-FL-GTP binding; actives lie on both sides. GTP binding activity, % at 10 µM. 190,000 tested, 0.14% active. AID 759, 2007;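 active = GTP binding activity at least 20% away from the 100% baseline, either lowered as inhibitor or raised as activator; inconclusive = flagged as likely green fluorescent, judged across all proteins in the well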;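 also: 0% = unlabeled GTP competition control and 100% = no-compound control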
Target sequence (P01112 whole entry, looked up): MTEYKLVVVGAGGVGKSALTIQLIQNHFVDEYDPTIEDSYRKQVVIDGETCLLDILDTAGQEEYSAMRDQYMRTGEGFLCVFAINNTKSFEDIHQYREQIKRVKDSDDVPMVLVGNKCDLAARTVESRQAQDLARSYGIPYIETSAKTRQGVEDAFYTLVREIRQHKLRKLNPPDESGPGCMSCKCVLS
Numbers without * were called inactive.

`COc1ccccc1C(=O)Nc1ccc2nc(SCC(=O)N(C)C)sc2c1` gave Rab2A wt mod 100, Rac1 wt modul 101, Cdc42 wt GTP 103, Pf gamet viab -14, Avidin fluor 3, Mcl1-Noxa inh 15, Bim-Mcl-1 -1, Rab7 wt GTP bind 100, Mcl1-Bid inh 2, Rac1 act GTP bind 100 and HRas wt GTP bind 101.
`CCOc1ccc(NC(=O)CN2C(=O)NC(CCSC)C2=O)cc1` (centres undefined) gave Rab2A wt mod 98, Rac1 wt modul 95, Cdc42 wt GTP 96, Pf gamet viab 1, Avidin fluor 24, Mcl1-Noxa inh 6, Bim-Mcl-1 -2, Rab7 wt GTP bind 104, Mcl1-Bid inh -24, Rac1 act GTP bind 94 and HRas wt GTP bind 98.
Cc1snc(S(=O)(=O)/C(C#N)=N/Nc2ccc(C(F)(F)F)cc2)c1C#N was read as Rab2A wt mod 93, Rac1 wt modul 93, Cdc42 wt GTP 92, Avidin fluor 11, Mcl1-Noxa inh 0, Bim-Mcl-1 1, Rab7 wt GTP bind 97, Mcl1-Bid inh -23, Rac1 act GTP bind 93 and HRas wt GTP bind 94.
Screening CC(=O)c1ccc(NC(=O)COC(=O)c2nc(Cl)ccc2Cl)cc1 returned Rab2A wt mod 95, Rac1 wt modul 95, Cdc42 wt GTP 95, Pf gamet viab 5, Avidin fluor 12, Mcl1-Noxa inh 19, Bim-Mcl-1 -2, Rab7 wt GTP bind 92, Mcl1-Bid inh -21, Rac1 act GTP bind 96 and HRas wt GTP bind 94.
O=S(=O)(c1ccccc1)c1cnc(-c2cccnc2)nc1-c1ccccc1 was read as Rab2A wt mod 101, Rac1 wt modul 101, Cdc42 wt GTP 101, Pf gamet viab 16, Avidin fluor 9, Mcl1-Noxa inh -8, Bim-Mcl-1 1, Rab7 wt GTP bind 102, Mcl1-Bid inh 7, Rac1 act GTP bind 99 and HRas wt GTP bind 103.
Screening CCOc1ccc(C(=O)N(Cc2ccc(N(C)C)cc2)C2CCS(=O)(=O)C2)cc1 (centres undefined) returned Rab2A wt mod 103, Rac1 wt modul 103, Cdc42 wt GTP 103, Avidin fluor 7, Mcl1-Noxa inh 26, Bim-Mcl-1 0, Rab7 wt GTP bind 105, Mcl1-Bid inh -104, Rac1 act GTP bind 98 and HRas wt GTP bind 104.
`CCOc1ccc(OCc2ccc(C(=O)N3CCOCC3)cc2)cc1` gave Rab2A wt mod 100, Rac1 wt modul 103, Cdc42 wt GTP 105, Pf gamet viab -7, Avidin fluor 8, Mcl1-Noxa inh -4, Bim-Mcl-1 0, Rab7 wt GTP bind 101, Mcl1-Bid inh -10, Rac1 act GTP bind 102 and HRas wt GTP bind 101.
COc1ccc(Cc2nnc(NC(=O)CSc3ccc(Cl)cc3)s2)cc1OC was read as Rab2A wt mod 97, Rac1 wt modul 104, Cdc42 wt GTP 100, Pf gamet viab -1, Avidin fluor 15, Mcl1-Noxa inh -2, Bim-Mcl-1 0, Rab7 wt GTP bind 98, Mcl1-Bid inh 8, Rac1 act GTP bind 100 and HRas wt GTP bind 99.
For Cc1cc(C)c(S(N)(=O)=O)c(C)c1-n1cnnn1 the results were Rab2A wt mod 98, Rac1 wt modul 96, Cdc42 wt GTP 99, Pf gamet viab -24, Avidin fluor 14, Mcl1-Noxa inh 26, Bim-Mcl-1 0, Rab7 wt GTP bind 95, Mcl1-Bid inh -6, Rac1 act GTP bind 99 and HRas wt GTP bind 99.
`COc1ccc(-c2nnc3n2N=C(c2cccc(Br)c2)CS3)cc1OC` gave Rab2A wt mod 98, Rac1 wt modul 100, Cdc42 wt GTP 99, Avidin fluor 22, Mcl1-Noxa inh 22, Bim-Mcl-1 -4, Rab7 wt GTP bind 98, Mcl1-Bid inh 25, Rac1 act GTP bind 97 and HRas wt GTP bind 100.
Screening O=C1CC(SC(=Nc2ccccc2)Nc2ccccc2)C(=O)N1c1cccc(Cl)c1 (centres undefined) returned Rab2A wt mod 100, Rac1 wt modul 105, Cdc42 wt GTP 103, Avidin fluor 30, Mcl1-Noxa inh 4, Bim-Mcl-1 -3, Rab7 wt GTP bind 97, Mcl1-Bid inh -2, Rac1 act GTP bind 100 and HRas wt GTP bind 101.
For CC(C)Cn1c(N)c(C(=O)COC(=O)C2CCCCC2)c(=O)n(C)c1=O the results were Rab2A wt mod 102, Rac1 wt modul 111, Cdc42 wt GTP 107, Avidin fluor 8, Mcl1-Noxa inh 9, Bim-Mcl-1 -1, Rab7 wt GTP bind 104, Mcl1-Bid inh 3, Rac1 act GTP bind 102 and HRas wt GTP bind 105.
Nc1ccc(NC(=O)NC2CCCCC2)cc1[N+](=O)[O-] was read as Rab2A wt mod 96, Rac1 wt modul 95, Cdc42 wt GTP 95, Pf gamet viab 16, Avidin fluor 11, Mcl1-Noxa inh 11, Bim-Mcl-1 -2, Rab7 wt GTP bind 100, Mcl1-Bid inh -49, Rac1 act GTP bind 96 and HRas wt GTP bind 97.
For O=C1/C(=C/c2ccc(N3CCOCC3)o2)SC(=Nc2ccccc2)N1CCc1c[nH]c2ccccc12 the results were Rab2A wt mod inconclusive, Rac1 wt modul inconclusive, Cdc42 wt GTP inconclusive, Avidin fluor 13, Mcl1-Noxa inh 38, Bim-Mcl-1 -21, Rab7 wt GTP bind inconclusive, Mcl1-Bid inh -63, Rac1 act GTP bind inconclusive and HRas wt GTP bind inconclusive.
Screening CC(C)OC(=O)c1cc(C(=O)c2cc(F)ccc2O)coc1=N returned Rab2A wt mod 104, Rac1 wt modul 109, Cdc42 wt GTP 104, Pf gamet viab 5, Avidin fluor 11, Mcl1-Noxa inh 13, Bim-Mcl-1 0, Rab7 wt GTP bind 103, Mcl1-Bid inh -13, Rac1 act GTP bind 101 and HRas wt GTP bind 103.
COc1ccc(C(C(=O)NC2CCCC2)N(C(=O)c2ccoc2C)c2ccccc2)cc1 (centres undefined) was read as Rab2A wt mod 98, Rac1 wt modul 102, Cdc42 wt GTP 101, Pf gamet viab -8, Avidin fluor 9, Mcl1-Noxa inh -10, Bim-Mcl-1 2, Rab7 wt GTP bind 99, Mcl1-Bid inh -16, Rac1 act GTP bind 99 and HRas wt GTP bind 102.
`Cc1nn(C(C)(C)C)c(OC(=O)C2CCCC2)c1S(=O)(=O)c1ccccc1` gave Rab2A wt mod 93, Rac1 wt modul 95, Cdc42 wt GTP 97, Pf gamet viab 0, Avidin fluor 11, Mcl1-Noxa inh -4, Bim-Mcl-1 -3, Rab7 wt GTP bind 100, Mcl1-Bid inh -7, Rac1 act GTP bind 93 and HRas wt GTP bind 96.
For CC1CCN(c2ccccc2NC(=S)NC(=O)C(C)(C)C)CC1 the results were Rab2A wt mod 95, Rac1 wt modul 90, Cdc42 wt GTP 91, Pf gamet viab 10, Avidin fluor 9, Mcl1-Noxa inh 10, Bim-Mcl-1 -8, Rab7 wt GTP bind 102, Mcl1-Bid inh -81, Rac1 act GTP bind 92 and HRas wt GTP bind 94.
`CCCCCCC1CCC(C(=O)NC(CCSC)C(=O)NC(C(=O)OC)C(C)C)CC1` (centres undefined) gave Rab2A wt mod 102, Rac1 wt modul 101, Cdc42 wt GTP 101, Avidin fluor 30, Mcl1-Noxa inh 9, Bim-Mcl-1 -3, Rab7 wt GTP bind 91, Mcl1-Bid inh -12, Rac1 act GTP bind 100 and HRas wt GTP bind 100.
`CCOCCCn1c(=S)[nH]c2cc(C(=O)N3CCC(C(N)=O)CC3)ccc2c1=O` gave Rab2A wt mod 102, Rac1 wt modul 104, Cdc42 wt GTP 103, Pf gamet viab -3, Avidin fluor 12, Mcl1-Noxa inh 9, Bim-Mcl-1 3, Rab7 wt GTP bind 102, Mcl1-Bid inh -36, Rac1 act GTP bind 100 and HRas wt GTP bind 100.
For CC1=C(C)CC(C(=O)Nc2cccc([N+](=O)[O-])c2)C(C(=O)O)C1 (centres undefined) the results were Rab2A wt mod 98, Rac1 wt modul 105, Cdc42 wt GTP 107, Avidin fluor 13, Mcl1-Noxa inh 14, Bim-Mcl-1 -1, Rab7 wt GTP bind 96, Mcl1-Bid inh -22, Rac1 act GTP bind 103 and HRas wt GTP bind 100.
Screening O=C(O)/C(=C\c1cccs1)c1ccc(F)cc1 returned Rab2A wt mod 90, Rac1 wt modul 93, Cdc42 wt GTP 92, Pf gamet viab -5, Avidin fluor 9, Mcl1-Noxa inh 12, Bim-Mcl-1 0, Rab7 wt GTP bind 90, Mcl1-Bid inh -3, Rac1 act GTP bind 90 and HRas wt GTP bind 91.
For CC(=O)C1C(c2ccccc2)c2c(n[nH]c2C)CC1(C)O (centres undefined) the results were Rab2A wt mod inconclusive, Rac1 wt modul inconclusive, Cdc42 wt GTP inconclusive, Avidin fluor 7, Mcl1-Noxa inh 11, Bim-Mcl-1 0, Rab7 wt GTP bind inconclusive, Mcl1-Bid inh 6, Rac1 act GTP bind inconclusive and HRas wt GTP bind inconclusive.
